TDP1 cell noCPT: qHTS for Inhibitors of human tyrosyl-DNA phosphodiesterase 1 (TDP1): qHTS in cells in absence of CPT. Potency, µM (series often up to 46.2 µM), for the others: top-dose activity change, negative = growth inhibition, hits mostly inhibitors. DT40 Tdp1-/- hTDP1 cells, no CPT, ATP luminescence, 48 h. 420,000 compounds, 15% hits; active = well fitted inhibition curve with a large enough effect; inconclusive = small, poorly fitted or top-dose-only effect; note: nearly all actives have a fitted effect of over 55% in size
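Chicken DT40 Tdp1-/- cells stably complemented with human TDP1 were seeded at 400 cells/well with DMSO in place of 20 nM camptothecin. After compound pinning, cells grew at least 48 hr at 37 °C; viability read by CellTiter-Glo luminescence.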
The depositor's hits bear a star; u = inconclusive. % is set by controls: 0 for no effect and ±100 for the full control effect; potency is the fitted concentration of half-maximal effect.

SMILES	TDP1 cell noCPT
NS(=O)(=O)c1ccc(N2N=C(c3ccccc3)CC2c2ccc(Br)cc2)cc1 (configuration not stated)	u
CCOC1=C2[C@@H](CN(S(=O)(=O)c3ccc(C)cc3)[C@H]2c2ccccc2Cl)[C@H]2C(=O)N(C)C(=O)[C@H]2C1	16µM*
CC(=O)Nc1ccc(CN2C(=O)C(C)ON=C2c2ccccc2-c2ccco2)cc1 (configuration not stated)	u
C[C@H]1CN([C@@H](C)CO)S(=O)(=O)c2ccc(C3=CCCC3)cc2O[C@@H]1CN(C)C(=O)C1CCCCC1	-111%
CN(Cc1cnn(-c2ccc(F)cc2)c1)C(=O)[C@H]1O[C@@H](n2ccc(N)nc2=O)[C@H](O)[C@@H]1O	-2%
CCCCN1C(=O)C(CC(=O)NCc2cccs2)CC(C(=O)N(CC)CC)=C1C (configuration not stated)	-4%
CCOC(=O)C1CCCN(C(=O)C2CCN(S(=O)(=O)c3ccc(Cl)c(C(F)(F)F)c3)CC2)C1 (configuration not stated)	u
Nc1nc2ccccc2cc1C(=O)NCc1ccc(-c2ccccc2)cc1	0.16µM*
Cc1cc(C)cc(NS(=O)(=O)CCCS(=O)(=O)Nc2cc(C)cc(C)c2)c1	u
Nc1c(C(=O)Nc2ccc(Cl)cc2F)sc2nc(-c3cccs3)ccc12	u
Cc1ccc(-c2nnc(Nc3ccccc3)c3ccccc23)cc1S(=O)(=O)NCc1nc2ccccc2[nH]1	u
CC(=O)c1cccc(-c2ccnc3c2CC(C(=O)NCC2CCOCC2)O3)c1 (configuration not stated)	2.9µM*
COCCNc1ncnc2c1ncn2[C@H]1CN(Cc2cc(OC)c(OC)c(OC)c2)C[C@@H](CO)O1	-5%
Nc1ccc2[nH]c(=S)sc2c1	u
COc1cc2c(NC3CCN(C)CC3)nc(N3CCCN(C)CC3)nc2cc1O	-20%

For convenience, part of the list above:
SMILES	TDP1 cell noCPT
Nc1ccc2[nH]c(=S)sc2c1	u
COc1cc2c(NC3CCN(C)CC3)nc(N3CCCN(C)CC3)nc2cc1O	-20%

Continuation:
SMILES	TDP1 cell noCPT
Cc1ccc2c(NCc3ccco3)nc(NC(C)C)nc2c1	u
CC(C)NC(=O)c1cc(C2CCCCN2S(=O)(=O)c2ccc(F)cc2F)on1 (configuration not stated)	u
Cc1ccc(CN2CCNC(=O)C2CC(=O)NCCCn2nnc3ccccc32)cc1 (configuration not stated)	4%
COc1ccccc1C(NC(=O)C1CCN(CCOc2ccccc2)CC1)c1ccccn1 (configuration not stated)	u
CC(=O)Nc1ccc(NC(=O)CSc2nc(=O)n(Cc3cccnc3)c3c2CCC3)cc1	-4%
COC(=O)c1ccc(CNC(=O)COC(=O)CNS(=O)(=O)c2ccc(C)cc2)cc1	1%
CCOC(=O)c1c(NC(=O)CN2CCN(c3cccc(Cl)c3)CC2)sc(C)c1C	2%
S=c1[nH]c(=S)c2[nH]cnc2[nH]1	6%
CCCCCCN1C[C@@H](n2cc(COC(=O)c3ccccc3)nn2)[C@H](O)C[C@@H]1c1ccc(Cl)cc1	21µM*
O=C(O)CC(C(=O)O)C(=Cc1ccccc1)c1ccccc1 (configuration not stated)	3%
O=C1[C@H](c2ccccc2)[C@@H](c2ccccc2)N1c1ccncc1	u
CCOC(=O)c1ccccc1NC(=O)CN1CCC(n2nnc3cc(F)ccc32)CC1	-14%
Cc1cc(C)c(S(=O)(=O)N2CCN(C(=O)c3ccccc3OCc3c(C)noc3C)CC2)c(C)c1	-30%
Cc1ccccc1S(=O)(=O)N1[C@@H](c2cccc(Cl)c2)C(C(=O)OC(C)(C)C)=CC[C@H]1c1ccc(Cl)cc1	16µM*
CN(Cc1ccccc1C(F)(F)F)C(=O)C1CCC(=O)N(CC2CCCCC2)C1 (configuration not stated)	-13%
C[C@@H]1CCCCO[C@@H](CN(C)Cc2ccc(C(F)(F)F)cc2)[C@@H](C)CN([C@H](C)CO)C(=O)c2cc(N(C)C)ccc2O1	23µM*
Cc1nnc(SCCn2c(N3CCC(C)CC3)nc3c2c(=O)n(C)c(=O)n3C)s1	u
O=C(Nc1ccc(F)cc1)C(c1cc2ccccc2o1)N1CCN(C(=O)c2ccco2)CC1 (configuration not stated)	u
O=C(O)CSC1CC(=O)N(c2ccc(F)cc2)C1=O (configuration not stated)	7%
CCN1CCN(c2ccc(S(=O)(=O)N3CCOCC3)cc2NC(=O)c2cc(F)c(F)c(F)c2F)CC1	u
CC(N)c1csc(Nc2cc(Oc3ccccc3)ncn2)n1 (configuration not stated)	0.041µM*
c1ccc(-c2nnc(Cn3c4ccccc4c4nc5ccccc5nc43)o2)cc1	-23%
Cc1ccc(S(=O)(=O)NNC(=O)C23CCC(CC2)C3)cc1	1%
CC1(C)NC(=O)N(CC(=O)Nc2ccc(-c3ccccc3)cc2)C1=O	-1%
O=C(Nc1ccccc1)c1cn(CCBr)cn1	2%
CN(C)c1ccc(/C=C/c2sc3ccccc3[n+]2Cc2ccccc2)cc1	0.1µM*
CC(=O)OC[C@@H]1CN(Cc2cccc(C(F)(F)F)c2)C[C@H](n2cnc3c(N4CCOCC4)ncnc32)O1	-6%
CC(=O)OCc1ccc(C2=CC(=O)CC(C)(C)C2=O)cc1	-17%
O=c1ccnc(Nc2ccc([N+](=O)[O-])cc2)[nH]1	u
COc1ccccc1NC(=O)CSc1nnc2c(n1)[nH]c1ccccc12	u
CCOC(=O)C[C@H]1c2cc(F)ccc2S(=O)(=O)N1C1CCCC1	u
CCN(CC)S(=O)(=O)c1ccc(C(=O)NCC(=O)NCc2ccc3c(c2)OCO3)cc1	-23%
O=C(COC(=O)c1ccc2ccccc2c1)NCc1ccccc1	-2%
COC(=O)[C@@]12C[C@@H](CC(=O)NCC3CCCCC3)C(=O)N(Cc3ccc4c(c3)OCO4)C1=CCC(C)(C)C2	u
COC(=O)c1ccc(NCc2cc(O)ccc2O)cc1	4.6µM*
CCCCN(C)c1c(C)nc2ccc(C(=O)N3CCN(C(C)=O)CC3)cn12	u
CCCCCCCCCCCCCCCC[n+]1ccc(C)cc1	0.5µM*
CC1(C(=O)O)CCN1C(=O)/C=C/c1ccccc1 (configuration not stated)	-14%
CN(C(=O)c1cc(COc2ccc(F)cc2Cl)on1)C1CCOC1 (configuration not stated)	u
Cc1cccc(C)c1NC(=O)C(c1ccc(C#N)cc1)n1c(=O)c(-c2ccco2)nc2ccccc21 (configuration not stated)	u
CCCCCCCCCCCCN1[C@@H](CC(C)=O)c2cc(F)cc(F)c2S1(=O)=O	u
CCN(CC)CCNC(=O)c1ccc(NC(=O)c2ccc(-n3cncn3)c([N+](=O)[O-])c2)cc1	-3%
Cc1nc(NCc2cnn(C)c2)sc1-c1ccn(-c2cccc(F)c2)n1	-24%
CCCS(=O)(=O)NCc1c(C)ncc2c1CCN(C(=O)c1ccc(Cl)cc1)C2	-16%
Cc1cnc(-c2nc3ccccc3n2C(C(=O)NC(C)(C)C)c2ccccc2)cn1 (configuration not stated)	-6%

Brought forward from above: 6 entries, followed by the next part.
SMILES	TDP1 cell noCPT
Cc1cccc(C)c1NC(=O)C(c1ccc(C#N)cc1)n1c(=O)c(-c2ccco2)nc2ccccc21 (configuration not stated)	u
CCCCCCCCCCCCN1[C@@H](CC(C)=O)c2cc(F)cc(F)c2S1(=O)=O	u
CCN(CC)CCNC(=O)c1ccc(NC(=O)c2ccc(-n3cncn3)c([N+](=O)[O-])c2)cc1	-3%
Cc1nc(NCc2cnn(C)c2)sc1-c1ccn(-c2cccc(F)c2)n1	-24%
CCCS(=O)(=O)NCc1c(C)ncc2c1CCN(C(=O)c1ccc(Cl)cc1)C2	-16%
Cc1cnc(-c2nc3ccccc3n2C(C(=O)NC(C)(C)C)c2ccccc2)cn1 (configuration not stated)	-6%
O=C(CN(C1CCCCC1)S(=O)(=O)c1ccc(F)cc1)NCC1CCCO1 (configuration not stated)	7.3µM*
COCCNc1nc(Nc2ccc(C)cc2C)c2sc(-c3ccccc3)cc2n1	18µM*
O=C(/C=C/[C@H]1O[C@@H](n2ccc(=O)[nH]c2=O)[C@H](O)[C@@H]1O)N[C@@H](Cc1ccccc1)C(=O)O	17%
O=C(c1ccc2c(c1)OCO2)N1CCN(CCN2C(=O)c3cccc4cccc(c34)C2=O)CC1	-29%
O=c1ccn([C@@H]2O[C@H](CNS(=O)(=O)c3csc(-c4ccno4)c3)[C@@H](O)[C@H]2O)c(=O)[nH]1	-9%
Cc1cccc(S(=O)(=O)NC(=O)C2(C)CCN2C(=O)c2c(C)noc2C)c1 (configuration not stated)	-4%
CCn1nc(C)cc1C(=O)N1CCCC(N2CCN(c3ccccc3OC)CC2)C1 (configuration not stated)	-22%
Cc1cc(C)cc(NC(=O)Cn2c(C(F)(F)F)nc3ccccc32)c1	-22%
CC(=O)Nc1cccc(OCc2ccc([N+](=O)[O-])cc2)c1	-23%
CC(C(=O)N1CCCC1)N(c1ccc(Cl)cc1)S(C)(=O)=O (configuration not stated)	-3%
O=C(NN=Cc1ccccc1O)c1cccc([N+](=O)[O-])c1	0.16µM*
O=C(NCC1CC1)c1onc(CSc2ccccc2)c1C(=O)NCC1CC1	21µM*
CC1(CCOCc2ccccc2)NC(=O)NC1=O (configuration not stated)	13%
COc1cccc(C=C(C#N)C(=O)c2ccccc2)c1	0%
COc1ccccc1CNC(=O)C1CC2Cn3c(nc4cc(Cl)c(Cl)cc43)C2N1C (configuration not stated)	23µM*
Cc1noc(C)c1S(=O)(=O)N(C)C[C@H]1OCCCC[C@@H](C)Oc2ccc(NS(=O)(=O)c3cn(C)cn3)cc2C(=O)N([C@H](C)CO)C[C@@H]1C	-14%
COC(=O)c1c(-c2ccccc2)[nH]c(-c2nccc3ccccc23)c1C(=O)OC	u
CCCCNC(=O)C1(C)CCN1Cc1ccc(C(=O)OCC)cc1 (configuration not stated)	u
Cc1ccc([C@H]2N[C@]3(CCCN(Cc4ccccc4)C3=O)[C@H]3C(=O)N(Cc4ccccc4)C(=O)[C@@H]23)cc1	u
N#Cc1ccc(NC(=O)c2cc(-c3cccc(Cl)c3)on2)cc1	0%
COCCN1C(=O)CCC1(C)C(=O)NC1CCCC1 (configuration not stated)	5%
Cc1ccc(C)c(C(Nc2ccccc2)c2ccc3ccc(C)nc3c2O)c1 (configuration not stated)	18µM*
Cc1ccc2c(c1)CCO[C@@]21O[C@H](CCO)C[C@H](O)[C@H]1O	-10%
Cc1cccc(C)c1-n1nnnc1C(c1ccnc2ccccc12)N1CCN(CCN(C)C)CC1 (configuration not stated)	u
Nc1ccc(CC(N)c2csc(Nc3cc(Oc4ccccc4)ncn3)n2)cc1 (configuration not stated)	23µM*
CCc1noc(C)c1C(=O)Nc1sc(C(=O)N(C)C)c(C)c1C#N	0%
CC(C)CCCC(C)NC(C)C (configuration not stated)	-4%
COCCCn1c(=N)c(C(=O)NCc2ccc3c(c2)OCO3)cc2c(=O)n3cccc(C)c3nc21	26%
O=S(=O)(c1cnccc1N1CCN(CCO)CC1)N1CCCC1	-19%
Cc1ccccc1C(=O)N1CCC2CC1c1cc(-c3ccc(F)cc3)ccc12 (configuration not stated)	18µM*

Random excerpt: five compounds from above
SMILES	TDP1 cell noCPT
Cc1ccc([C@H]2N[C@]3(CCCN(Cc4ccccc4)C3=O)[C@H]3C(=O)N(Cc4ccccc4)C(=O)[C@@H]23)cc1	u
COCCCn1c(=N)c(C(=O)NCc2ccc3c(c2)OCO3)cc2c(=O)n3cccc(C)c3nc21	26%
Nc1ccc(CC(N)c2csc(Nc3cc(Oc4ccccc4)ncn3)n2)cc1 (configuration not stated)	23µM*
N#Cc1ccc(NC(=O)c2cc(-c3cccc(Cl)c3)on2)cc1	0%
CCc1noc(C)c1C(=O)Nc1sc(C(=O)N(C)C)c(C)c1C#N	0%

Further records.
SMILES	TDP1 cell noCPT
Cc1cc(C(=O)N2CCC2(C)C(=O)Nc2cc(C(C)(C)C)nn2C)nn1C (configuration not stated)	-1%
COc1cccc(C2=Cc3ccc(F)cc3C(CC(C)=O)N2c2ccc(C#CC3(O)CCCCC3)cc2)c1 (configuration not stated)	u
CC(C)(C(=O)N1CCC1(C)C(=O)NS(=O)(=O)c1cccc(C#N)c1)c1ccccc1 (configuration not stated)	-12%
CN(C)c1ncnc2c1C(c1ccccc1)C(C)(C)O2 (configuration not stated)	-27%
O=C(NCc1ccc(F)cc1)c1cc(C2CCCCN2S(=O)(=O)Cc2ccccc2)on1 (configuration not stated)	u
COc1ccc(CNC(=O)c2ccc(-c3c(C)noc3C)c3ccoc23)cc1OC	u
CO[C@@H]1CN(C)C(=O)c2cc(NS(=O)(=O)c3ccc(C)cc3)ccc2OC[C@H](C)N(Cc2nccs2)C[C@H]1C	u
COc1cccc(NC(=O)C2(C)CCCN2C(=O)C(C)C)c1OC (configuration not stated)	-9%
C=Cc1ccc(CC2(C)C(=O)Nc3c(Cl)cccc32)cc1 (configuration not stated)	u
OC[C@@H]1CN(Cc2cccs2)C[C@H](n2cnc3c(N4CCN(c5ccccc5)CC4)ncnc32)O1	u
COc1cc(CN2C[C@@H](CO)O[C@@H](n3cnc4c(N(C)C)ncnc43)C2)cc(OC)c1OC	-1%
O=C(Nc1ccc2c(c1)OCO2)c1cc(C2CCCCN2C(=O)c2ccccc2)on1 (configuration not stated)	9.2µM*
COc1ccccc1CNC(=O)C1(C)CCCCN1C (configuration not stated)	u
O=S1(=O)C[C@H](N2CCCC2)[C@@H](COCc2ccccc2)N1	-2%
CN(C)c1ccc(/C=C/c2ccnc3cc(Cl)ccc23)cc1	11µM*
C=CCN1CCN(c2ccncc2S(=O)(=O)N2CCN(C)CC2)CC1	-9%
O=c1[nH]c(SCCc2ccccc2)nc2c1CCC2	7.3µM*
O=C(NC1CCCCC1)N1CCN(Cc2nc3ccccc3c(=O)[nH]2)CC1	3%
COc1cc(NC(=O)c2cccs2)c(OC)cc1NC(=O)c1cccs1	-4%
O=C(Nc1nnc([C@@H]2C[C@H](O)[C@@H](CO)O2)s1)NC(c1ccccc1)c1ccccc1	u

Screening data: PubChem BioAssay, National Center for Advancing Translational Sciences (NCATS)

An excerpt; rates above refer to the full screens.
